OXTR agonist: human OXTR agonists, primary screen, fluorescence, CHO-OTR cells, Fluo-8 calcium; Fluo-8 calcium fluorescence; normalized: DMSO 0%, oxytocin 100%; activation, % at 3 µM; actives 0.32% (n = 320,000); AID 2435, 2010;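 active = activation above the mean of all tested compounds plus 3 SD, cutoff set per screening run, cut at about 20% in these data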;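 also: peak over basal fluorescence ratio from a 100 s FLIPR kinetic read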
Target sequence (P30559 whole entry, looked up): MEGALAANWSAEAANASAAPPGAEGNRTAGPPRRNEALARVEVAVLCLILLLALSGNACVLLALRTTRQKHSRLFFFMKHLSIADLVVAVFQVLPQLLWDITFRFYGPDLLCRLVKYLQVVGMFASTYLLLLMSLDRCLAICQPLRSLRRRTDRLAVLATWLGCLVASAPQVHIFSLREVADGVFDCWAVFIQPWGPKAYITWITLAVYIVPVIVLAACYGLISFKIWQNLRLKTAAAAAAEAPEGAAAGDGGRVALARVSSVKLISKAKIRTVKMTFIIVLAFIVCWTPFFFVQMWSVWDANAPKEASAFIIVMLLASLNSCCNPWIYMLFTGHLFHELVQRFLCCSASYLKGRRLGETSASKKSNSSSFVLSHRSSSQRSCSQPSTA
V1aR counter: agonists of human V1a receptor, primary screen, counter-screen for OXTR agonist project, fluorescence, CHO-V1R cells; Vasopressin V1a receptor (Homo sapiens), P37288; Fluo-8 calcium fluorescence, agonist mode; 0% DMSO, 100% 3 nM vasopressin; activation, % at 3 µM; actives 0.25% (n = 320,000);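 active = activation above the mean activation of all tested compounds plus 3 SD, per screening run, cut at about 20% in these data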;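 also: signal is peak over basal fluorescence ratio across a 100 second FLIPR read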
GalR3 antagonist: GalR3 antagonists in HEK293 cells, primary screen, cell-based, fluorescence readout. HEK293 GalR3-CNG cAMP membrane potential fluorescence; galR3 body fused to GalR1 C-terminus. inhibition, % at 3 µM. actives 0.44% (n = 360,000). AID 651719, 2012;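 active = inhibition above the screen-wide average plus 3 SD, cut at about 13% in these data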;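 also: forskolin and galanin both at EC90 stimulate the cells; cAMP rise reported by CNG channel membrane potential dye signal; 0% = forskolin plus galanin with DMSO and 100% = forskolin alone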
Target sequence (O60755 1-299 limits assumed): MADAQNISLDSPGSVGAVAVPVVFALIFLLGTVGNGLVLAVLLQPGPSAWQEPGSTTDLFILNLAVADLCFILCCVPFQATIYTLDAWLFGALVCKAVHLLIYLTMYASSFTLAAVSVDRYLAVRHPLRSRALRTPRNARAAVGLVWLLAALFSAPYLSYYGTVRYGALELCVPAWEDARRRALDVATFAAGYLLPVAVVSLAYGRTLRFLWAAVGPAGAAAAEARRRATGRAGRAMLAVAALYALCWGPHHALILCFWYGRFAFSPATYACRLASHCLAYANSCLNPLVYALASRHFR
The depositor's hits bear a star. Not all compounds are listed; the hit share may differ from the screen's.

structure | OXTR agonist | V1aR counter | GalR3 antagonist
COc1ccc(NS(=O)(=O)c2ccc(C)c(C(=O)N3CCCCCCC3)c2)cc1 | -1.8 | 1.1 | -7
CC1CCCCC12NC(=O)N(CC(=O)OCC(=O)NCc1ccc(F)cc1)C2=O (centres undefined) | -0.1 | 0.6 | 0
N#CCC(=O)Nc1ccc(C(=O)OCC(=O)N2CCN(C(=O)c3ccco3)CC2)cc1 | 1.5 | 1.6 | -3
CN(CC(=O)Nc1cccc(F)c1)C(=O)/C=C/c1cc(Br)ccc1OC(F)F | -1.7 | 0.4 | -2
CC(=O)c1c(C)[nH]c(C(=O)OCC(=O)NCc2ccc(Cl)cc2)c1C | 8.4 | 10 | -8
Cc1ccc(OCCC(=O)NNC(=O)c2ccccc2F)cc1 | 0.1 | -0.6 | -7
Cc1ccc(S(=O)(=O)c2nc(-c3ccccc3)oc2N2CCCC2)cc1 | -0.9 | 0.3 | -7
N#Cc1ccccc1OCC(=O)Nc1ccc2c(c1)OCCO2 | 2.0 | 8.9 | -3
CC(=O)Nc1ccc(S(=O)(=O)N2c3ccc(F)cc3CCC2C)cc1 (centres undefined) | 3.5 | 4.8 | -5
C/C(=N\NC(=O)CCC(=O)N/N=C(\C)c1ccc(C)o1)c1ccc(C)o1 | -1.2 | 0.2 | -4

An excerpt from the list above:
structure | OXTR agonist | V1aR counter | GalR3 antagonist
COc1ccc(NS(=O)(=O)c2ccc(C)c(C(=O)N3CCCCCCC3)c2)cc1 | -1.8 | 1.1 | -7
CC1CCCCC12NC(=O)N(CC(=O)OCC(=O)NCc1ccc(F)cc1)C2=O (centres undefined) | -0.1 | 0.6 | 0
N#CCC(=O)Nc1ccc(C(=O)OCC(=O)N2CCN(C(=O)c3ccco3)CC2)cc1 | 1.5 | 1.6 | -3
CN(CC(=O)Nc1cccc(F)c1)C(=O)/C=C/c1cc(Br)ccc1OC(F)F | -1.7 | 0.4 | -2

More structures.
structure | OXTR agonist | V1aR counter | GalR3 antagonist
CCCN(C(=O)CSCc1ccc(Cl)cc1)c1c(N)n(Cc2ccccc2)c(=O)[nH]c1=O | -1.2 | -0.5 | -4
COc1cc(/C=C2\SC(N)=NC2=O)ccc1OCC(=O)Nc1ccccc1C | 1.2 | 1.4 | 10
CC(=O)C[C@@H](O)CC(=O)[C@H]1OC(=O)CCCCCc2ccccc21 | -0.5 | 0.1 | -4
CC(C)C(NC(=O)CCNC(=O)c1ccc([N+](=O)[O-])cc1)c1nc2ccccc2[nH]1 (centres undefined) | -0.5 | -0.6 | -2
NC(=O)c1ccc(NC(=O)COC(=O)CC2Sc3ccccc3NC2=O)cc1 (centres undefined) | 0.4 | 1.9 | -3
CCOc1ccc(C(=O)NCC(c2ccco2)N2CCc3ccccc3C2)cc1 (centres undefined) | -1.9 | -0.6 | -4
CCOc1ccc(NC(=O)CN(C)C(=O)c2ccc(NC3CC3)c([N+](=O)[O-])c2)cc1OCC | -1.4 | 1.1 | 3
CCCc1cc(=O)[nH]c(SCC(=O)N(CCOC)c2c(N)n(Cc3ccccc3)c(=O)[nH]c2=O)n1 | 1.2 | 0.7 | -6
N#C/C(=C\c1ccc(Cl)cc1)C(=O)NC1CC1 | 0.5 | 0.4 | -6
Cc1nc(NC(=O)CSc2nnc(C3CC3)n2N)c(Cl)cc1Cl | -0.1 | -0.3 | -1
C[C@H](CO)N1C[C@H](C)[C@@H](CN(C)C(=O)NC2CCCCC2)Oc2ccc(NC(=O)Cc3ccccc3)cc2C1=O | 1.1 | 0.5 | -4
COc1cccc(NC(=O)CN(C)C(=O)c2cccnc2Sc2ccc(C)c(C)c2)c1 | -2.9 | -0.7 | -3
CC(OC(=O)CCNS(=O)(=O)c1cccs1)C(=O)Nc1ccc(S(N)(=O)=O)cc1 (centres undefined) | 0.5 | 1.1 | -6
CCOc1ccc(S(=O)(=O)N(C)c2ccc(OCC(=O)NCC3CCCCC3)cc2)cc1 | 5.2 | 3.4 | -6
CN(CC(=O)Nc1cccc(F)c1)C(=O)CSc1nc2ccccc2s1 | 0.0 | 0.4 | -5
Cc1ccc2c(c1)C1CN(C)CCC1N2S(=O)(=O)c1cc(C(F)(F)F)ccc1Cl (centres undefined) | 7.2 | 4.4 | -2
Cc1ccc(S(=O)(=O)Nc2ccccc2F)cc1C(=O)N1CCCC1 | 0.0 | -0.5 | -5
Cc1ccc(C(=O)NCC(=O)NC2CC2)cc1 | 2.3 | 0.7 | -5
Cc1nn(-c2ccccc2)c(C)c1C(=O)OCC(=O)Nc1ccccc1C(F)(F)F | -2.2 | -0.6 | -4
Cc1cn2c(=O)c(C(=O)NCc3ccc4c(c3)OCO4)cnc2s1 | -0.7 | 0.1 | -1
Cc1ccc(S(=O)(=O)N2CCN(c3ccccc3)CC2)s1 | -1.4 | -0.3 | -5
CCOC(=O)C1=C(N)OC2=C(C(=O)CCC2)C1c1ccc2c(c1)OCO2 (centres undefined) | -0.7 | 1.1 | -4
NC(=O)c1ccc(-c2noc(-c3cccc(Cl)c3)n2)cc1 | -0.2 | 1.5 | -3
CCC(CC)c1nnc(NC(=O)CSCC(=O)Nc2cc(C)on2)s1 | -0.1 | -0.9 | 0
COc1ccc(CN(C)C(C)C(=O)Nc2ccc(S(=O)(=O)N3CCCCC3)cc2)c(OC)c1 (centres undefined) | 1.7 | 0.7 | -4
C=CCn1c(COc2cccc(C)c2)nnc1SC(C)C(=O)NC1CC1 (centres undefined) | -0.4 | -0.1 | -2
CN1CCN(S(=O)(=O)c2ccc(Oc3ccc(Br)cc3F)nc2)CC1 | 2.5 | 1.3 | -1
CCNC(=O)N1CCN(CCCC(c2ccc(F)cc2)c2ccc(F)cc2)CC1 | 6.9 | 4.9 | -5
COc1cccc2sc(N3CCN(C(=O)c4ccco4)CC3)nc12 | -1.7 | -0.7 | -4
Cc1cc(C)nc(SCC(=O)N(C)CC(=O)Nc2c(Cl)cccc2Cl)n1 | -0.3 | 0.8 | -1
Cc1noc(C)c1C(=O)Nc1nc(-c2cccs2)cs1 | -2.3 | -0.1 | -2
O=C1C=CN2CCOCC2C1 (centres undefined) | 1.0 | 1.1 | -3
CC(OC(=O)CNC(=O)c1ccc(Cl)c([N+](=O)[O-])c1)C(=O)NCc1ccco1 (centres undefined) | 1.0 | 0.1 | -3
CC(=O)c1ccc(S(=O)(=O)NCC(=O)N2CCN(C/C=C/c3ccccc3)CC2)cc1 | 4.8 | 4.6 | -4
Cc1ccc(NC(=O)c2ccc(OCc3c(C)noc3C)cc2)cc1C | 1.5 | 0.5 | -6
CCCC(=O)Nc1ccc(S(=O)(=O)N2CCC(c3nc4ccccc4[nH]3)CC2)cc1 | -0.9 | -0.6 | 0
Cc1ccc(N/N=C/C=C/c2ccco2)cc1 | 0.1 | 0.1 | -1
CCn1nnc2cc(C(=O)Nc3cccc(S(=O)(=O)N(C)C)c3)ccc21 | 2.4 | 1.4 | -3
Cc1ccc(NC(=O)COc2cccc(Oc3ccccc3)c2)cc1S(=O)(=O)N1CCOCC1 | 1.8 | 3.3 | 2
CCN(CC(=O)NCc1cccs1)C(=O)CCC(=O)c1ccc(C)cc1 | -2.3 | -1.6 | 0

Two compounds picked at random from those above:
structure | OXTR agonist | V1aR counter | GalR3 antagonist
COc1cccc2sc(N3CCN(C(=O)c4ccco4)CC3)nc12 | -1.7 | -0.7 | -4
CCn1nnc2cc(C(=O)Nc3cccc(S(=O)(=O)N(C)C)c3)ccc21 | 2.4 | 1.4 | -3

Continuation.
structure | OXTR agonist | V1aR counter | GalR3 antagonist
Cc1cccc(OCCC(=O)NNC(=O)c2ccoc2C)c1 | -0.7 | 0.8 | -7
Cc1cc(/C=C2\SC(=S)N(C)C2=O)c(C)n1-c1ccccc1O | 11 | 13 | -5
COc1ccccc1NC(=O)CSc1nnc(-c2ccoc2C)o1 | 2.6 | 0.8 | 8
Cc1nn(-c2ccc(F)cc2)c(Cl)c1C(=O)N(C)CC(=O)Nc1cccc(F)c1 | 3.2 | 2.5 | -2
COc1ccc(S(=O)(=O)N2CCCCC2)cc1NC(=O)c1cncc(Br)c1 | -0.5 | 1.8 | -6
Nc1nc(OCc2ccccc2)c2[nH]cnc2n1 | -1.4 | 0.6 | 3
CN(CC(=O)Nc1cccc(F)c1)C(=O)c1cccnc1Sc1ccccc1Cl | -0.4 | 0.2 | -2
N#Cc1ccccc1S(=O)(=O)N1CCN(C(=O)[C@@H]2CCCN2C(=O)c2cccs2)CC1 | -0.2 | -0.1 | -5
COc1ccc(C)cc1NC(=O)CNC(=O)c1sc2ccccc2c1Cl | 0.4 | 0.8 | -3
CC(C)(C)c1nnc2sc(SCC(=O)N3CCCCC3)nn2c1=O | 1.1 | -0.2 | -3
O=C1c2ccc(-c3ccc(Cl)c(C(F)(F)F)c3)cc2S(=O)(=O)c2cccc(C(=O)N3CCN(c4ncc(Br)cn4)CC3)c21 | 0.5 | 0.2 | 3
CSc1c(CN2CCN(C)CC2)c2ccccc2n1C | -0.9 | 0.8 | -1
CCCNC(=O)c1ccc(N2CCC3(CC2)CC(c2cccc(Br)c2)=NO3)c(NC(=O)c2ccc(Cl)c([N+](=O)[O-])c2)c1 | -1.2 | -0.4 | -3
C[C@H](CO)N1C[C@H](C)[C@@H](CN(C)C(=O)Nc2ccc3c(c2)OCO3)Oc2c(NC(=O)Nc3ccccc3)cccc2C1=O | 0.6 | 0.7 | -1
COc1ccc(C(=O)Nc2nc(CC(=O)NCc3ccc(F)cc3)cs2)cc1 | 4.2 | 7.6 | -4
Cc1cccn2c(=O)c3cc(C(=O)N4COCC4(C)C)n(Cc4ccccc4)c3nc12 | 1.5 | -1.0 | -3
COCCN(Cc1nc2ccccc2c(=O)[nH]1)C(=O)COc1cccc(C(C)=O)c1 | -0.2 | -0.4 | -3
CN(Cc1ccccc1)C(=O)c1ccc(NC(=O)Cc2cccc([N+](=O)[O-])c2)cc1 | 4.7 | 2.6 | -7
COc1ccc(-c2cc3cc(F)ccc3cn2)cc1 | -0.7 | 0.0 | 0
O=C(c1ccccc1)N1CCN(c2ccc(N3CCOCC3)nn2)CC1 | 0.4 | -0.6 | -5
COCCn1c(SC(C)C(=O)Nc2ccc(N3CCOCC3)cc2)nnc1-c1ccncc1 (centres undefined) | 0.2 | -1.5 | -4
CC1(C)CC(=O)C=C(CN2C(=O)c3ccccc3C2=O)C1=O | 0.9 | 0.5 | -3
CN(Cc1ccccc1)C(=O)COC(=O)c1cc(=O)[nH]c2ccccc12 | -0.1 | -0.3 | -5
CCOc1ccc(NC(=O)CN(C)C(=O)c2cc(C)nc3ccccc23)cc1OCC | 0.3 | 3.5 | 5
CSc1ccccc1NC(=O)c1ccc(N2CCCC2=O)cc1 | 0.0 | 0.2 | -6
CN1CCN(S(=O)(=O)c2cccc(C(=O)Nc3cc(C(F)(F)F)ccc3N3CCCCC3)c2)CC1 | -0.7 | -1.4 | -3
Cc1ccc(S(=O)(=O)NCC(=O)OCCOc2ccccc2F)cc1 | 0.5 | 1.1 | -5
CC1CCC2(CC1)NC(=O)N(CC(=O)NC(C)c1ccc(F)c(F)c1)C2=O (centres undefined) | 0.2 | 0.9 | -7
COc1ccc(NS(=O)(=O)c2ccc(NC(C)=O)cc2)nn1 | -0.1 | 1.3 | -3
CC(=O)c1ccc(NS(=O)(=O)c2ccc3c(c2)CCC(=O)N3)cc1 | -0.3 | 0.7 | -3
CCN(CC(=O)Nc1ccc(NC(C)=O)cc1)C(=O)c1cc(C)on1 | -0.1 | 0.7 | 1
COc1ccc2c(COC(=O)[C@H](C)NS(=O)(=O)c3ccccc3F)cc(=O)oc2c1 | 2.0 | 2.5 | 1
COc1ccc(C(=O)COC(=O)CCNS(=O)(=O)c2ccc(NC(C)=O)cc2)c(OC)c1 | 1.1 | 0.2 | -1
C[C@H](CO)N1C[C@H](C)[C@@H](CN(C)C(=O)Nc2ccccc2)Oc2ccc(NS(=O)(=O)c3ccccc3)cc2C1=O | 0.8 | 0.3 | 0
Cc1cc(NC(=O)c2cccc(Br)c2)no1 | 0.0 | 0.3 | -7
O=S(=O)(c1ccc(SCc2ccc(Br)cc2)nc1)N1CCOCC1 | 0.1 | 1.6 | -5
CC(=O)c1ccccc1NC(=O)c1ccc(N2CCCC2=O)cc1 | -1.4 | -0.5 | -6
CCc1nnc(NC(=O)C2CSC3(C)CCC(=O)N23)s1 (centres undefined) | 0.4 | -0.9 | -3
CN(CC(=O)Nc1ccc(F)c(F)c1F)C(=O)C1CCN(C(=O)Nc2ccccc2)CC1 | 2.4 | 0.8 | -3
COc1cccc(COC(=O)CSCC(=O)Nc2cccc(C)c2)c1OC | 1.2 | 2.5 | 0
COc1cccc2sc(N3CCN(C(=O)c4cccs4)CC3)nc12 | -0.9 | 0.4 | -1
C#Cc1ccc([C@H]2C=C(C(=O)NCc3ccccc3)O[C@@H](OCc3ccc(CO)cc3)C2)cc1 | 0.0 | -0.1 | -2
Cc1ccccc1SCC(=O)NNC(=O)c1ccncc1 | 0.3 | 0.3 | -7

Screening data deposited in PubChem BioAssay by The Scripps Research Institute Molecular Screening Center.
